From PubChem
TRb SRC2 PPI: TRbeta-SRC2 interaction inhibition. P10828. TRbeta-SRC2 peptide binding, fluorescence polarization; receptor liganded with 1 µM T3. Potency, µM (series often up to 106 µM), for the others: at the highest dose activity change, negative = inhibition, usual class: inhibitors. 0.065% of 280,000 active;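 note: plate controls were bound peptide for no effect and peptide without receptor for full effect; nearly all actives have a fitted effect of over 50% in size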
Target sequence (P10828 whole entry, looked up): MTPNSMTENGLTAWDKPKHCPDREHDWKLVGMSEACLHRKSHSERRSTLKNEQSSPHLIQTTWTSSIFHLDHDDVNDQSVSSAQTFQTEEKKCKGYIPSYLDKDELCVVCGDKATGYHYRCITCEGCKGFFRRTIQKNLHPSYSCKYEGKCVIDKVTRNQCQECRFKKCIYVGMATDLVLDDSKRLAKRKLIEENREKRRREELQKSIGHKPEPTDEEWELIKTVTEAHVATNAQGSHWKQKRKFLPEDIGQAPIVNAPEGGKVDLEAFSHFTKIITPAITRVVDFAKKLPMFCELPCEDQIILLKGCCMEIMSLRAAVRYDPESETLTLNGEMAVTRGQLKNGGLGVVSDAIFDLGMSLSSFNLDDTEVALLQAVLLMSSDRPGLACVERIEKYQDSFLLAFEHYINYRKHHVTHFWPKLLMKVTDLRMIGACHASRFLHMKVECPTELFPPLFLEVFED
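Binding of a 20-amino-acid Texas Red SRC2 peptide (20 nM) to TRb ligand-binding domain (0.6 uM) with agonist T3 at 1 uM was followed by fluorescence polarization after a 5 hr room-temperature incubation.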
SMN2 splice up: enhancers of SMN2 splice variant expression. HEK293 SMN2-luciferase splicing reporter, luminescence, 30-36 h. Potency, µM (titrated, usually from 46.1 µM), inactives show at the top dose activity change, positive = activation, most hits filed as activators. 2.8% of 210,000 active; note: % of control where 0% means no effect; nearly all actives have a fitted effect of over 55% in size
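HEK293 cells carry an SMN2 […]–luciferase reporter in which exon 7 inclusion puts luciferase in frame. Cells were plated 10-12 h before compound addition, then incubated 30-36 h at 37C. ONE-Glo luminescence was read; sodium butyrate at 4.5 mM final served as control.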
TR SRC2 fluor cs: alters Texas Red total fluorescence, flagging assay interference; TRb/SRC2 Texas Red total fluorescence interference; Potency, µM (top dose mostly 106 µM), for inactives: at the highest dose fluorescence change, negative = quenching; 0.29% of 280,000 active; AID 1479; active = well fitted curve in either direction with a large enough effect; inconclusive = small, poorly fitted or top-dose-only effect; note: % is set by controls: 0 for no effect and ±100 for the full control effect
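Human TRb ligand-binding domain at 0.6 uM with 20 nM Texas Red SRC2 peptide in Tris buffer containing 1 uM T3 and 5% DMSO, incubated with compound 5 h at ambient temperature. Total fluorescence (555/632 nm) calculated as parallel + 2 × perpendicular.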
* = called active by the depositor; ? = inconclusive; [ ] = another dose, or the depositor's remark. Unless noted, calls come from the whole dose curve; as a rule, active = well fitted curve in the direction sought with a large enough effect; inconclusive = small, poorly fitted or top-dose-only effect, or another doubt; inactive = no such curve, though single readings can be large; an effect the other way counts as inactive or inconclusive. Potency is the fitted concentration of half-maximal effect. The list is partial (hit frequency here may not be typical).

Values in the order – TRb SRC2 PPI, SMN2 splice up, TR SRC2 fluor cs
> CCOc1ccc(CCNC(=O)Cn2ncn3c(cc4sc(C)cc43)c2=O)cc1OCC
→ 5%, 5%, -1%
> COc1ccc(CNc2nc3c(S(=O)(=O)c4ccccc4)nnn3c3ccc(Cl)cc23)cc1
→ -1%, 7%, 4%
> COc1ccc(Cl)cc1NC(=O)c1cc(C)nn1-c1ccccc1
→ -1%, -25%, -3%
> CCOc1ccc(CN2C(=O)c3ccccc3Sc3ccc(C(=O)NCc4ccc5c(c4)OCO5)cc32)cc1
→ -1%, 3%, -1%
> COc1cc(Br)c(C2CC(=O)Nc3cc(OC)c(OC)c(OC)c32)cc1OC (stereo unspecified)
→ 1%, -4%, -1%
> CC1CCN(c2oc(/C=C/c3ccc(F)cc3)nc2C#N)CC1
→ -5%, 3%, -2%
> Cc1cc(Cl)ccc1NC(=O)C(=O)NCc1ccco1
→ -14%, ?, ?
> Cc1cccc(C(=O)NC(=O)Nc2ccc(-n3nc(C(F)(F)F)cc3C(F)(F)F)cc2)c1
→ 5%, 3%, -8%
> CS(=O)(=O)N(Cc1ccccc1)c1ccc(C(=O)Nc2ccc(Cl)cc2)cc1
→ -13%, 3%, 5%
> COc1ccc(NC(=O)c2ccco2)cc1NC(=O)C(C)Oc1ccc(Cl)cc1Cl (stereo unspecified)
→ -2%, -93%[inhibitor], -2%
> CCc1ccc(C(=O)c2cn(CC(=O)Nc3ccc4c(c3)OCO4)c3ccc(OC)cc3c2=O)cc1
→ 0%, 2%, -2%
> CCOc1ccccc1C(=O)N(Cc1sccc1C)C1CCS(=O)(=O)C1 (stereo unspecified)
→ -6%, -5%, -16%
> Cc1cc(C)c2c(n1)sc1c(=O)n(-c3ccccc3C(F)(F)F)nnc12
→ -22%[53 µM], 3%, -80%[53 µM]
> Cc1ccc(CNC(C)c2ccccc2)s1 (stereo unspecified)
→ -6%, -2%, -7%
> Cc1ccc(CN(C(=O)COc2ccc(F)cc2)C2CCS(=O)(=O)C2)o1 (stereo unspecified)
→ -11%, -4%, 2%
> COc1cccc(C(=O)n2nc(-c3cccnc3)nc2NCc2ccc(F)cc2)c1
→ -6%, 8%, -13%
> CCCSc1ncc(Cl)c(C(=O)N(Cc2ccc(N(C)C)cc2)C2CCS(=O)(=O)C2)n1 (stereo unspecified)
→ -13%[53 µM], -12%, 4.5µM*[quencher]
> C=Cc1ccc(Cn2c(C)c(CNCc3ccccc3C)c(C(=O)O)c2C)cc1
→ -4%, 1%, -1%
> CCCc1cc(=O)[nH]c(Nc2ccc(C)c(O)c2)n1
→ -11%, -10%, -58%
> COc1cccc(CNC(=O)C(=O)Nc2ccc3nc4n(c(=O)c3c2)CCCCC4)c1
→ -1%, 28%, -3%
> O=C(Cn1ncc2c1-c1ccccc1OC2)N1CCN(c2ccccc2)CC1
→ -2%, -6%, 5%
> CCN(CC)C(=O)CSc1nc(-c2ccccc2)cc(-c2ccc(OC)cc2)c1C#N
→ -3%, -9%, 4%
> COc1ccc(N2CCN(C(=O)CCc3nnc4n(C)c(=O)c5sccc5n34)CC2)cc1
→ 8%, 17%, -15%
> CCOc1ccc(/C=C/c2nc(C#N)c(N3CCN(c4ccccc4)CC3)o2)cc1
→ 7%, 4%, -3%
> Cc1ccc(CN(Cc2ccco2)C(=O)COc2ccc(Cl)cc2Cl)cc1
→ ?, 8%, 0.032µM*[quencher]
> CCc1ccc(CNC(=O)c2nn(-c3ccc(OC)c(Cl)c3)c(=O)c3c2c2ccccc2n3C)cc1
→ -5%, -9%, -2%
> COc1ccc(-c2nc(CN3CCC(C(=O)NCCc4ccccc4)CC3)c(C)o2)cc1OC
→ -2%, -5%, -1%
> Cc1ccccc1NC(=O)CC1C(=O)NCCN1C(=O)c1cccc(Cl)c1 (stereo unspecified)
→ 10%, 12%, 5%
> COc1cc(C2CC(=O)Nc3c2c(=O)[nH]c2nc4ccccc4n32)ccc1O (stereo unspecified)
→ -3%, -6%, -3%
> CCCCCn1c(NCc2ccccc2OC)nc2ccccc21
→ 3%, 2%, -20%
> Cc1ccc(Cn2c(=O)n(CCCCC(=O)NCc3ccc4c(c3)OCO4)c(=O)c3ccccc32)cc1
→ 3%, -6%, ?
> Cc1oc(-c2ccccc2Cl)nc1CS(=O)(=O)CC(=O)NC(C)c1ccccc1 (stereo unspecified)
→ -5%, -13%, 0%
> O=C(Cn1cc(C(=O)c2ccco2)c2ccccc21)Nc1ccc(Br)cc1
→ 11%, 7%, 10%
> Cc1ccc(C)c(CN2C(=O)c3ccccc3S(=O)(=O)c3ccc(C(=O)N4CCN(c5ccccc5)CC4)cc32)c1
→ 5%, -7%, -3%
> Cc1cccc(C(=O)Nc2sc3c(c2C(=O)O)CCCC3)c1
→ 21%, 15%, -8%
> CCN1C(=O)c2ccccc2S(=O)c2ccc(C(=O)NCc3ccc(C)cc3)cc21 (stereo unspecified)
→ 3%, -9%, 4%
> COc1ccc(CCNC(=O)c2ccc(Cn3c(=O)c4ccccc4n(Cc4cccc(C)c4)c3=O)cc2)cc1OC
→ 3%, 7%, 13%
> COc1ccc(C(=O)N(c2ccc(OC)cc2)S(=O)(=O)c2ccc3c(c2)n(C)c(=O)n3C)cc1
→ 5%, -1%, -10%
> COc1cccc2c1cc1c(=O)n(CC(=O)N3CCN(c4cc(Cl)ccc4C)CC3)nc(C)n12
→ 2%, -4%, 5%
> COc1ccc(-c2noc(CN(C(=O)Cc3ccc(C)cc3)C(C)C)n2)cc1
→ 2%, -41%[inhibitor], -3%
> O=C(Cn1c(=O)n(CC2CCCO2)c(=O)c2ccccc21)Nc1ccc(F)cc1F (stereo unspecified)
→ 10%, -9%, 2%
> Cc1ccc(NC(=O)Cn2c(=O)n(Cc3ccc(C(=O)NCc4ccc5c(c4)OCO5)cc3)c(=O)c3ccccc32)cc1
→ -3%, 28%, 6%
> Cc1c2cnn(CC(=O)Nc3ccc(F)cc3F)c(=O)c2c(C)n1Cc1cccc(Cl)c1
→ 10%, 1%, -4%
> O=C(NC1CCCCCC1)c1cc2c(Cl)nc3ccccc3c2s1
→ -2%, 1%, ?
> CCOc1ccccc1C(=O)N(Cc1ccc(N(C)C)cc1)CC1CCCO1 (stereo unspecified)
→ -8%, -6%, -2%
> COc1ccc(CNC(=O)c2cc3sccc3n2Cc2ccc(C)cc2)cc1
→ 0%, 14%, -2%
> O=C(Cn1c(=O)oc2cc(S(=O)(=O)NC3CCCC3)ccc21)Nc1ccc(F)c(F)c1
→ 5%, 16%, 3%
> O=C(Nc1ccc(-c2cn3cccnc3n2)cc1)c1cc(Br)ccc1Cl
→ 11%, -11%, -3%
> Cc1ccc(C(=O)c2cn(Cc3c(F)cccc3Cl)c3nc(C)ccc3c2=O)cc1
→ 5%, 2%, ?
> CC1=C(C(=O)Nc2ccc(Cl)cc2)C(c2cccs2)n2nc(SCc3cccc(Cl)c3)nc2N1 (stereo unspecified)
→ 1%, 6%, -3%
> CCC(=O)N1CCc2cc(Br)cc(S(=O)(=O)NCCc3ccccc3Cl)c21
→ 6%, -35%[inhibitor], -2%
> COc1ccc(OC)c(NC(=O)Cn2cnc3ccc(S(=O)(=O)N4CCC(C)CC4)cc3c2=O)c1
→ 3%, -7%, -9%
> Cc1cc(-c2nc3ncccc3o2)ccc1NC(=O)COc1cc(C)c(Cl)c(C)c1
→ -2%, 0%, ?
> Cc1ccc(NC(=O)c2ccc(NC(=O)CCS(=O)(=O)c3cccs3)cc2)cc1F
→ 3%, 11%, -5%
> COc1ccc(N2CCN(CC(O)COc3ccc(C(C)C)c(C)c3)CC2)cc1 (stereo unspecified)
→ 8%, -16%, -1%
> Cc1ccc(C)c(CN2C(=O)c3ccccc3S(=O)(=O)c3ccc(C(=O)NCCCN4CCCC(C)C4)cc32)c1 (stereo unspecified)
→ -1%, 1%, -5%
> CCCCC(CC)CNC(=O)C1CCC(CNS(=O)(=O)c2cccc3nsnc23)CC1 (stereo unspecified)
→ -4%, -9%, 1%
> O=C(CSc1cn(CCNC(=O)c2c(F)cccc2F)c2ccccc12)Nc1ccccc1F
→ 8%, -7%, 4%
> COCc1cc(C)nc2sc(C(=O)Nc3cc(C)ccc3F)c(N)c12
→ 6%, 29%, -17%
> CC(C)CN(CCCNC(=O)c1cn(C)c2ccc(S(=O)(=O)N(C)C3CCCCC3)cc2c1=O)CC(C)C
→ -6%, -8%, -2%

Not a retest: entries from further up.
Values in the order – TRb SRC2 PPI, SMN2 splice up, TR SRC2 fluor cs
> O=C(Nc1ccc(-c2cn3cccnc3n2)cc1)c1cc(Br)ccc1Cl
→ 11%, -11%, -3%
> Cc1ccc(C(=O)c2cn(Cc3c(F)cccc3Cl)c3nc(C)ccc3c2=O)cc1
→ 5%, 2%, ?
> CC1=C(C(=O)Nc2ccc(Cl)cc2)C(c2cccs2)n2nc(SCc3cccc(Cl)c3)nc2N1 (stereo unspecified)
→ 1%, 6%, -3%
> CCC(=O)N1CCc2cc(Br)cc(S(=O)(=O)NCCc3ccccc3Cl)c21
→ 6%, -35%[inhibitor], -2%
> COc1ccc(OC)c(NC(=O)Cn2cnc3ccc(S(=O)(=O)N4CCC(C)CC4)cc3c2=O)c1
→ 3%, -7%, -9%
> Cc1cc(-c2nc3ncccc3o2)ccc1NC(=O)COc1cc(C)c(Cl)c(C)c1
→ -2%, 0%, ?
> Cc1ccc(NC(=O)c2ccc(NC(=O)CCS(=O)(=O)c3cccs3)cc2)cc1F
→ 3%, 11%, -5%
> COc1ccc(N2CCN(CC(O)COc3ccc(C(C)C)c(C)c3)CC2)cc1 (stereo unspecified)
→ 8%, -16%, -1%
> Cc1ccc(C)c(CN2C(=O)c3ccccc3S(=O)(=O)c3ccc(C(=O)NCCCN4CCCC(C)C4)cc32)c1 (stereo unspecified)
→ -1%, 1%, -5%
> CCCCC(CC)CNC(=O)C1CCC(CNS(=O)(=O)c2cccc3nsnc23)CC1 (stereo unspecified)
→ -4%, -9%, 1%
> O=C(CSc1cn(CCNC(=O)c2c(F)cccc2F)c2ccccc12)Nc1ccccc1F
→ 8%, -7%, 4%
> COCc1cc(C)nc2sc(C(=O)Nc3cc(C)ccc3F)c(N)c12
→ 6%, 29%, -17%
> CC(C)CN(CCCNC(=O)c1cn(C)c2ccc(S(=O)(=O)N(C)C3CCCCC3)cc2c1=O)CC(C)C
→ -6%, -8%, -2%

The list goes on:
Values in the order – TRb SRC2 PPI, SMN2 splice up, TR SRC2 fluor cs
> CCC(=O)N1CCc2cc(S(=O)(=O)NCCC(=O)Nc3ccc(OC)c(OC)c3)ccc21
→ -4%, 3%, 0%
> Cc1cc(C)c2oc(C(=O)Nc3c(C)n(C)n(-c4ccccc4)c3=O)cc(=O)c2c1
→ 1%, -4%, -1%
> COc1ccc(-n2nc(C(=O)NCCc3ccc(Cl)cc3)c3c4ccccc4n(C)c3c2=O)cc1Cl
→ -3%, -6%, 0%
> COc1ccc(Nc2c(-c3ccc(C)o3)nc3ccc(Cl)cn23)cc1
→ 2%, 13%, -6%
> CCN1CCN(CCCNC(=O)CS(=O)(=O)Cc2nc(-c3cccc(OC)c3)oc2C)CC1
→ -15%, -13%, 1%
> Cc1sc2ncn(CC(=O)Nc3cccc(C(F)(F)F)c3)c(=O)c2c1S(=O)(=O)N1CCN(C)CC1
→ 1%, 15%, -1%
> CCOC(=O)N1CCc2c(sc3c2c(=O)n(-c2ccc(F)cc2)c(=O)n3CC(=O)c2ccccc2)C1
→ 4%, -4%, 1%
> Cc1ccc(C(=O)c2oc3ccccc3c2NC(=O)Cc2coc3ccc(C)cc23)cc1
→ -3%, 6%, 8%
> O=C(O)c1ccc(CNCc2ccccc2Cl)s1
→ 14%, -2%, -4%
> CCC(=O)N1CCc2cc(Br)cc(S(=O)(=O)N3CCCC(C(=O)NCc4ccc(OC)cc4)C3)c21 (stereo unspecified)
→ -7%, -4%, -4%
> COc1cccc(Cn2c(=O)n(-c3ccc(Br)cc3F)c(=O)c3sc4ccccc4c32)c1
→ -1%, -8%, -1%
> COc1ccc(CNC(=O)CCc2c(C)c3cc4c(C)c(C)oc4cc3oc2=O)cc1OC
→ -5%, 2%, 1%
> CCN(CC)S(=O)(=O)c1ccc2c(c1)N(CC(=O)N1CCN(c3ccccc3F)CC1)C(=O)CO2
→ -4%, 13%, 2%
> CCOC(=O)c1ccc(N2C(=O)c3n[nH]c(-c4cccs4)c3C2c2ccc(O)c(OC)c2)cc1 (stereo unspecified)
→ 9%, -39%[inhibitor], 0%
> CCOc1ccc(CNC(=O)c2ccc3c(Cl)c4c(nc3c2)CCCC4)cc1
→ 2%, -3%, -9%
> Cc1cc(C)nc(NS(=O)(=O)c2ccc(NC(=O)COc3ccc(C(C)(C)C)cc3)cc2)n1
→ 11%, -9%, -1%
> O=C(NCCCN1CCN(c2cccc(Cl)c2)CC1)Nc1ccccc1C(F)(F)F
→ -1%, -1%, -1%
> CCC(C)n1c(=N)c(C(=O)NC2CCCCC2)cc2c(=O)n3cc(C)ccc3nc21 (stereo unspecified)
→ 4%, -7%, -2%
